FEN1 inh = inhibitors of human flap endonuclease 1; P39748; Recombinant FEN1 flap cleavage, fluorescence, 15 min; Potency, µM (highest dose often 114 µM), inactives show at the highest dose activity change, negative = inhibition, usual class: inhibitors; hit rate 0.35% among 390,000; AID 588795; further: nearly all actives have a fitted effect of over 65% in size
Target sequence (P39748 whole entry, looked up): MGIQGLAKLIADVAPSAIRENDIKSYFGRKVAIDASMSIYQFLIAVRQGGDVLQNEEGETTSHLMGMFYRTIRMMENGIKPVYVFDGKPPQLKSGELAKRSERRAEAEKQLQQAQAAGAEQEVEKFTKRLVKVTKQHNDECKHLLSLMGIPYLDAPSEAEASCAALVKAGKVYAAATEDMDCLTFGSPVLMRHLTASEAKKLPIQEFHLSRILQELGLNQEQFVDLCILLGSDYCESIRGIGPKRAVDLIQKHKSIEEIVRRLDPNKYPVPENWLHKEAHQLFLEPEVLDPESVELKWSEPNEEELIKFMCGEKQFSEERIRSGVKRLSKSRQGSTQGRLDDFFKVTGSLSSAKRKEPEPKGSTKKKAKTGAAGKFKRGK
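Read-out was taken twice, immediately and after 15 min, following addition of 50 nM substrate to 10 nM FEN1 that had sat with test compound for 15 min at room temperature. Curves came from a four-parameter Hill model.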
N370S GC = inhibits or activates N370S mutant glucocerebrosidase | hit rate 0.092% among 330,000 | P04062 | Potency, µM (titrated, usually from 59.4 µM), without a hit: at the top dose activity change, negative = inhibition, usual class: inhibitors | AID 2101 | N370S GC spleen homogenate, 4MU-glucoside fluorescence;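 further: 0% = full enzyme activity and -100% = no enzyme basal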
DT40 TDP1 CPT = growth inhibition of DT40 Tdp1-/-;hTDP1 cells with camptothecin (screen for TDP1 inhibitors). chicken DT40 Tdp1-/-;hTDP1 cells + 20 nM CPT, ATP luminescence, 48 h. Potency, µM (top dose mostly 46.2 µM), inactives show at the highest dose activity change, negative = growth inhibition, hits mostly inhibitors. hit rate 12% among 420,000; further: nearly all actives have a fitted effect of over 55% in size
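Chicken DT40 Tdp1-/- cells complemented with human TDP1, 400 cells/well, exposed to compounds plus 20 nM camptothecin for at least 48 h at 37 C; viability read as ATP content by CellTiter-Glo luminescence.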
* marks the source's active call; other numbers are inactive results; u = inconclusive; x = no result given; & = joins results of further samples; [ ] = remark or other dose. The call rests on the fitted dose curve; in most records, active means well fitted curve in the direction sought with a large enough effect; inconclusive means small, poorly fitted or top-dose-only effect, or another doubt; inactive means no such curve, though single readings can be large; an effect the other way counts as inactive or inconclusive. Unless noted, on the % scale 0 is the no-effect control and ±100 the full control effect; potency means the concentration at half of the fitted maximal effect.

SMILES	FEN1 inh	N370S GC	DT40 TDP1 CPT
CCOC(=O)c1ccc(N2C(=O)CC(NC3CCN(C(=O)c4cccc(Cl)c4)CC3)C2=O)cc1 (stereo not drawn)	0%	-3%	0%
COc1cc(OC)c(C(=O)NCC2CCCO2)cc1OC (stereo not drawn)	6%	7%	3%
COCC(C)N=C1SCCN1Cc1ccccc1 (stereo not drawn)	2%	-8%	-10%
CC(C)Cc1nnc(NC(=O)CCC(=O)N2CCC(C)CC2)s1	-5%	1%	4%
CCC1=Nc2cc(C(=O)NCc3ccccc3Cl)ccc2Sc2ccc(C)cc21	-17%	x	5.2µM*
S=C(Nc1ccccc1)N(Cc1ccccc1)Cc1ccncc1	-1%	-22%	-3%
O=C(Nc1ccc(Cl)cc1)C1CCC(CNS(=O)(=O)c2ccc(Br)s2)CC1 (stereo not drawn)	-1%	x	u
O=C(NCCCN1CCOCC1)c1cc(-c2ccc(Br)cc2)on1	-8%	-2%	u
Cc1ccc2c(C)c(C(=O)N(Cc3cccs3)C3CCS(=O)(=O)C3)oc2c1 (stereo not drawn)	-22%	0%	u
CSc1nsc(SCc2cnc(C)nc2N)n1	1%	-8%	0%
O=C1N(c2ccccc2C(F)(F)F)O[C@@]1(c1ccccc1)C1CCCC1	-1%	x	-22%
CN(C)S(=O)(=O)c1ccc(C(=O)NCc2nnc(SCC(=O)N3CCCCCC3)o2)cc1	-2%	5%	u
O=C(O)CNC(=O)/C(=C/c1ccco1)NC(=O)/C=C/c1ccccc1	-1%	10%	1%
COCC(Cc1ccccc1)NC(=O)Cn1cc(C)c(=O)[nH]c1=O (stereo not drawn)	0%	x	24%
Cc1cc(C)c(S(=O)(=O)Nc2ncccc2C)c(C)c1	-3%	0%	0%
O=C(O)c1c(NC(=O)N2CCOCC2)sc2c1CCCC2	3%	4%	0%
CCCC(=O)C1=C(O)C(C(=O)OC)C(C)(C)CC1=NC (stereo not drawn)	20%	2%	-14%
COc1ccccc1NC(=O)c1oc2ccccc2c1NC(=O)c1ccc(S(=O)(=O)N(C)C)cc1	2%	x	u
COc1ccc(/C=N/OCC(=O)NCc2cccs2)c(OC)c1	-3%	8%	-4%
CC(=O)c1cccc(NC(=O)c2cc(S(=O)(=O)N3CCOCC3)cs2)c1	-5%	-5%	-11%
O=C1CCCC/C1=C\Nc1ccc(S(=O)(=O)Nc2cnc3ccccc3n2)cc1	-15%	u	0%
O=C(NCc1cccnc1)c1ccc(NC(=O)c2ccco2)cc1	-6%	3%	7%
Cc1ccc(O)c(C(=O)c2cc(C#N)c3nc4ccccc4n3c2)c1	-8%	-3%	u
O=C(Nc1ccc2oc(-c3ccccc3)nc2c1)c1cccnc1	-1%	3%	-23%
CC(=O)c1cccc(NC(=O)Cn2cnc(S(=O)(=O)N3CCC(C)CC3)c2)c1	-1%	-1%	-6%

Quoted at random: 3 compounds from above
SMILES	FEN1 inh	N370S GC	DT40 TDP1 CPT
CN(C)S(=O)(=O)c1ccc(C(=O)NCc2nnc(SCC(=O)N3CCCCCC3)o2)cc1	-2%	5%	u
O=C(O)CNC(=O)/C(=C/c1ccco1)NC(=O)/C=C/c1ccccc1	-1%	10%	1%
O=C(NCCCN1CCOCC1)c1cc(-c2ccc(Br)cc2)on1	-8%	-2%	u

Further entries:
SMILES	FEN1 inh	N370S GC	DT40 TDP1 CPT
CCN(CC)C(=O)C1=C(C)Nc2nc3ccccc3n2C1c1ccc(Cl)cc1 (stereo not drawn)	-1%	x	u
CCN(CC)S(=O)(=O)c1cc(C(=O)Oc2cccc(-c3cnc4ccccc4n3)c2)ccc1Br	-5%	4%	u
CCOc1ccc(Nc2nc(N)nc(CSC(=S)N3CCOCC3)n2)cc1	9%	-10%	u
O=C1OCCN1N=Cc1ccco1	0%	x	7%
COCCNC(=O)Cn1nc(-c2ccc(C)cc2)c2ccccc2c1=O	-4%&-6%	1%	-6%&-15%
Cc1ccc(C(=O)NNC(=O)c2ccncc2)cc1S(=O)(=O)N1CCOCC1	4%	-7%	-14%
CCCOc1ccc([N+](=O)[O-])c(N)c1	-6%	-7%	12%
CCN(CC)CCNc1ccc2nnc(CCNS(=O)(=O)c3ccc(C)cc3)n2n1	-1%	5%	-13%
COc1cc(C#N)c(NC(=O)CN2CCC(C(N)=O)CC2)cc1OC	-4%	-4%	-10%
CCCCCOc1ccc(NS(C)(=O)=O)cc1	5%	6%	0%
CCOC(=O)c1ccc(NC(=O)C2CC(=O)N=C(N)S2)cc1 (stereo not drawn)	14%	7%	7%
CCn1c(=O)cc(OCC(=O)N(C)c2ccc(OC)cc2)c2ccccc21	-6%	x	u
O=C(c1ccc(S(=O)(=O)Nc2ccccc2)cc1)N1CCCC1	-6%	-5%	-29%
O=C(CSc1nccn1Cc1ccccc1)NCc1ccccc1Cl	-6%	x	u
Cc1cc(Br)ccc1NC(=S)NC1CCCC1	-8%	-1%	-25%
Cc1cc(C)c(S(=O)(=O)c2c(C)cccc2C)c(OCC(C)C)n1	-1%	6%	23µM*
Cc1ccc2c(c1)N(CCC(=O)NCc1ccccc1Cl)C(=O)CO2	-13%	x	4%
COc1ccccc1CN1CC(C(=O)NCCN(C)CCc2ccccc2)CCC1=O (stereo not drawn)	13%	0%	-14%
CCCC1(C(=O)OCC)NC(c2ccc(O)cc2)C2C(=O)N(c3ccc4c(c3)OCCO4)C(=O)C21 (stereo not drawn)	3%	x	-28%
O=C(COC(=O)CSc1ccc([N+](=O)[O-])cc1)NCCc1ccccc1	1%	-4%	-3%
CCOC(=O)Cc1csc(SCC(=O)NC2CCCC(C)C2C)n1 (stereo not drawn)	5%	9%	-25%
COC(=O)c1ccc(Cn2nc(-c3ccc(C)c(C)c3)ccc2=O)cc1	8%&-11%	u	u
Cc1ccc(Nc2nnc(SCC(=O)Nc3ncc(S(=O)(=O)c4ccc([N+](=O)[O-])cc4)s3)s2)cc1	-6%	11%	u
O=c1c(O)c(-c2ccccc2)oc2cc(O)ccc12	x	1%	u
CCOC(=O)c1cnc2c(c(C)nn2C)c1Oc1ccc(Cl)cc1	-18%	7%	16µM*

Carrying on.
SMILES	FEN1 inh	N370S GC	DT40 TDP1 CPT
Cc1cc(OCC(=O)N2CCC(O)CC2)c2c(C)cc(=O)oc2c1	15%	-2%	10%
O=C(OCCN1C(=O)c2ccccc2C1=O)[C@@H]1CC(O)CN1S(=O)(=O)c1ccccc1[N+](=O)[O-] (stereo partly drawn)	-6%	x	-7%
Cc1ccc(C(=O)COc2cccc(NC(=O)c3ccco3)c2)cc1	-12%	-6%	u
O=S(=O)(c1cc(F)ccc1F)N1CCN(C2CCCCC2)CC1	5%	-1%	-18%
O=C(CN1C(=O)NC2(CCCC2)C1=O)Nc1cccc(-c2nnc3n2CCCCC3)c1	-2%	3%	-13%
N/C(=N\OC(=O)c1ccc(F)cc1)c1cccc([N+](=O)[O-])c1	5%	-17%	-11%
O=C(COc1ncnc2ccccc12)Nc1cc([N+](=O)[O-])ccc1F	7%	-5%	-3%
COC(=O)c1c(NC(=O)c2cccc([N+](=O)[O-])c2)sc(C(N)=O)c1C	0%	6%	-16%
COc1ccc(-c2ncccc2OC(=O)C23CC4CC(CC(C4)C2)C3)cc1OC	-3%	0%	u
COc1ccc(N2CCN(S(=O)(=O)CCNC(=O)COc3ccccc3)CC2)cc1	3%	-2%	-9%
CCN(CCCNC(=O)c1nn(-c2ccc(OC)c(Cl)c2)c(=O)c2c1c1ccccc1n2C)c1cccc(C)c1	11%	x	u
S=c1[nH]nc([C@@H]2C[C@H]2c2ccccc2)n1-c1ccccc1Cl	-4%	-15%	-1%
CCCCC(NC(=O)c1ccccc1)C(=O)OCC(=O)N1c2ccccc2Sc2ccccc21 (stereo not drawn)	5%	7%	u
O=C(c1cccc(S(=O)(=O)N2CCOCC2)c1)N1CCCc2ccccc21	7%	2%	-23%
O=C1CCC(=O)N1c1ccccc1-c1ccccc1	-8%	-15%[2.35 µM]	-4%
NC1=NC(c2ccc(Cl)cc2)C(C(=O)c2ccccc2)N1 (stereo not drawn)	-7%	-2%	u
Nc1ccccc1-c1nnc(SCc2ccccc2F)[nH]c1=O	-13%	2%	-5%
O=C(CN(Cc1ccccc1)C(=O)CNS(=O)(=O)c1ccc(F)cc1)NCc1ccco1	-3%	-1%	5%
CC(C)C1N(S(=O)(=O)c2ccccc2)CCN1S(=O)(=O)c1ccccc1	-14%	-3%	u
COc1ccc(-n2cc(C(=O)Nc3cc([N+](=O)[O-])ccc3OC)c3ccccc3c2=O)cc1	-12%	1%	-1%
Cc1ccc(Nc2nc(N)nc(CN3CCN(Cc4ccc5c(c4)OCO5)CC3)n2)cc1	-3%	-7%	18µM*
Nc1cc(-c2ccc(Br)cc2)nn1Cc1ccccc1	-22%	0%	u
Cc1ccccc1N1CC(C(=O)Nc2nnc(SCC(=O)Nc3nccs3)s2)CC1=O (stereo not drawn)	-1%	-4%	-6%
O=C(NCc1cccc(Br)c1)C1CC(c2ccccc2C(F)(F)F)=NO1 (stereo not drawn)	-3%	17%	u
CCOC(=O)N1CCC(NC(=O)c2cnn(-c3ccc(OC)cc3)c2C2CCN(C(=O)OC(C)(C)C)CC2)CC1	18%	x	18µM*

Three structures out of the list, arranged by SMILES length, largest number first.
SMILES	FEN1 inh	N370S GC	DT40 TDP1 CPT
COc1ccccc1CN1CC(C(=O)NCCN(C)CCc2ccccc2)CCC1=O (stereo not drawn)	13%	0%	-14%
COc1ccc(/C=N/OCC(=O)NCc2cccs2)c(OC)c1	-3%	8%	-4%
Cc1cc(C)c(S(=O)(=O)Nc2ncccc2C)c(C)c1	-3%	0%	0%

(listing goes on)
SMILES	FEN1 inh	N370S GC	DT40 TDP1 CPT
COc1ccc(-n2c(=O)cnc3cnc(OC)nc32)cc1	x	-3%	-3%
O=C(COC(=O)/C=C/c1ccc(F)cc1)NC1CC1	0%	x	-13%
N#CCCN(C(=O)COC(=O)c1ccc(CNS(=O)(=O)c2ccc(F)c(Cl)c2)cc1)c1ccc(F)cc1	-20%	15%	-6%
Cc1cccc(-n2nc3c(c2NC(=O)c2ccco2)CS(=O)C3)c1C (stereo not drawn)	2%	18%	18%
O=C(N/N=C/c1c(Cl)nc2ccccn2c1=O)c1cccnc1	1%	-11%	u
C/C(NCc1ccccc1)=C(\C#N)C(=O)NCc1ccccc1	-4%	6%	u
O=C(c1ccc2c(c1)N(Cc1ccccc1)C(=O)c1ccccc1S2(=O)=O)N1CCCC1	-14%	x	12µM*
O=C(Cc1ccc(Cl)cc1)NC1CC1	-9%	-4%	30%
COc1ccc(NC(=O)Cn2cc(S(=O)(=O)c3ccccc3)c(=O)c3cc4c(cc32)OCO4)cc1	-6%	x	3%
Cc1n[nH]c(C)c1S(=O)(=O)N1CCOCC1	-6%	4%	-1%
COc1ccc2ccc(OCC(=O)Nc3cc(C)on3)cc2c1	-10%	x	-14%
Cc1cccc(C(=O)NCC(=O)OCc2cc(=O)n3ccsc3n2)c1	6%	-1%	4%
CN(C)c1ccc(/C=N/NC(=O)C2COc3ccccc3O2)o1 (stereo not drawn)	-2%	-16%	u
Cc1ccc(NC(=S)NC2CC3CCC(C2)N3Cc2ccco2)c(C)c1 (stereo not drawn)	4%	2%	-13%
Nc1nc(=S)ss1	-27%	x	16µM*
COc1ccc(C)cc1NC(=S)NN1CCN(C)CC1	0%	-2%	-1%
N#Cc1c(SCC(=O)O)nc(N2CCOCC2)c2c1CCCC2	-7%	-1%	-9%
COc1ccccc1N/N=C1\COC(C)(C)CC1=O	15%	-4%	-11%
CC(=O)NC(Cc1ccccc1C)C(=O)NC1CCN(C(=O)c2ccc(C)cc2)CC1 (stereo not drawn)	-5%	0%	-6%
Cc1ccccc1NC(=O)c1cccnc1	3%	-13%	4%
COc1ccc(/C=C/C(=O)N(C)C2CCS(=O)(=O)C2)cc1 (stereo not drawn)	8%	5%	-16%
S=P(c1ccc(N2CCOCC2)cc1N1CCOCC1)(N1CCOCC1)N1CCOCC1	-2%	-15%	-25%
CCCn1c(SCC(=O)Nc2ccc(Cl)cn2)nnc1C1CC1	20%	-8%	0%
COCCNC(=O)c1ccc(S(=O)(=O)N2CCCc3ccccc32)cc1	-2%	9%	9%
CCCN1C(=O)C2(c3ccccc31)c1c(oc3ccccc3c1=O)C(=O)N2CCO (stereo not drawn)	12%	x	-28%
O=C(c1cc(Cl)cc(Cl)c1)N1CCN(c2cc(C(F)(F)F)nc3ccccc23)CC1	0%	7%	21µM*
Cc1nc(NS(=O)(=O)c2cccc([N+](=O)[O-])c2)sc1C(C)(C)C	-6%	-5%	-7%
COc1ccc(NC(=O)C2CCN(C(=O)c3cccs3)CC2)cc1OC	-5%	20%	-8%

Molecules listed so far that contain a tert-butyl group, in the order listed:
SMILES	FEN1 inh	N370S GC	DT40 TDP1 CPT
CCOC(=O)N1CCC(NC(=O)c2cnn(-c3ccc(OC)cc3)c2C2CCN(C(=O)OC(C)(C)C)CC2)CC1	18%	x	18µM*
Cc1nc(NS(=O)(=O)c2cccc([N+](=O)[O-])c2)sc1C(C)(C)C	-6%	-5%	-7%

Screens deposited in PubChem BioAssay by National Center for Advancing Translational Sciences (NCATS).

Not all compounds are listed; count on the stated rates, not on these rows.
